Compound activity deposited in PubChem BioAssay by NCI.
NCI-60 one-dose screen, 48 h, at 10 µM unless noted. Numbers give growth in % (100 = growth as untreated, 0 = no growth, -100 = all killed).
NCI/ADR-RES: NCI/ADR-RES ovarian cells. 81,000 compounds, 4.4% hits. AID 1794790
COLO 205: COLO 205 colon cancer; 79,000 compounds, 7.3% hits; AID 1794742
NCI-H226: NCI-H226 lung cancer; 79,000 compounds, 3.5% hits; AID 1794732
NCI-H460: NCI-H460 lung cancer | 82,000 compounds, 6.8% hits
NCI-H522: NCI-H522 lung cancer. AID 1794739. 78,000 compounds, 8% hits
IGROV1: IGROV1 ovarian cancer | 79,000 compounds, 4.7% hits
SK-OV-3: SK-OV-3 ovarian cancer cells | 80,000 compounds, 3.2% hits | AID 1794785
NCI-H23: NCI-H23 lung cancer; AID 1794731; 80,000 compounds, 4% hits
NCI-H322M: NCI-H322M lung cancer. 80,000 compounds, 2.7% hits. AID 1794733
* hit, by the source's call; · = no result given; & = joins results of further samples. Rule for the calls: active = growth percent below 10; inactive = the rest. Random draw from the library; about 11% have a hit in one of these screens.

Sample of the layout (15 entries):
SMILES	NCI/ADR-RES	COLO 205	NCI-H226	NCI-H460	NCI-H522	IGROV1	SK-OV-3	NCI-H23	NCI-H322M
NC1=NC(c2ccc(N3CCCCC3)cc2)n2c(nc3ccccc32)N1 (centres undefined)	113	96	89	101	76	81	101	93	109
CCOC(=O)c1ncc(-c2ccc(C(F)(F)F)cc2)c(NCCCC(F)(F)C(F)(F)C(F)(F)C(F)(F)C(F)(F)C(F)(F)C(F)(F)C(F)(F)F)n1	112	107	91	111	·	110	98	107	107
Cn1ncc2cc(CN3CCC(OCc4cccc(C(F)(F)F)c4)CC3)ccc21	113	101	105	100	92	115	106	·	103
COc1cc(-c2nn(-c3cccc(NC(=O)Nc4ccc(Cl)c(Cl)c4)c3)cc2-c2ccncc2)ccc1Cl	0.3*	-80*	9.6*	2.3*	-15*	24	12	1.7*	39
CN(C)C(=O)Oc1cccc([N+](C)(C)C)c1	114	109	93	113	109	115	107	109	129
O=C1CCCN1c1nc(-c2ccccc2)cs1	101	113	91	106	94	·	105	94	·
Nc1ccc(S(=O)(=O)Nc2ncc(O)cn2)cc1	103	105	98	115	89	102	102	101	64
Cc1nc2ccccc2n1C(=O)/C=C/c1ccccc1	106	112	102	103	89	97	102	101	97
CCOc1ccc(N=Cc2ccccc2O)cc1	100&102	118&118	96&98	107&104	86	109&119	102&117	102&102	101&103
COc1ccc2cc(C(C)C(=O)Nc3ccc(S(=O)(=O)Nc4ncccn4)cc3)ccc2c1 (centres undefined)	106	110	102	108	91	108	102	108	107
O=C(O)c1cn(C2CC2)c2cc(N3CCN(Cc4n[nH]c(=S)o4)CC3)c(F)cc2c1=O	98	108	102	101	93	118	80	98	106
CCN(CC)CCNC(=O)c1ccc(N)cc1	113	103	96	111	98	106	106	108	110
O=C1/C(=C/c2cc(Cl)cc(Cl)c2)Cc2c(F)ccc(Br)c21	99	109	83	104	92	102	92	100	99
O=Cc1ccc(Cl)c(Cl)c1	95	104	98	107	96	84	112	99	106
Cc1ccc(N2CCN(CC(O)COc3ccc(Cl)cc3)CC2)cc1 (centres undefined)	100	99	105	108	115	108	119	95	115

This part in full, repeating the preview:
SMILES	NCI/ADR-RES	COLO 205	NCI-H226	NCI-H460	NCI-H522	IGROV1	SK-OV-3	NCI-H23	NCI-H322M
NC1=NC(c2ccc(N3CCCCC3)cc2)n2c(nc3ccccc32)N1 (centres undefined)	113	96	89	101	76	81	101	93	109
CCOC(=O)c1ncc(-c2ccc(C(F)(F)F)cc2)c(NCCCC(F)(F)C(F)(F)C(F)(F)C(F)(F)C(F)(F)C(F)(F)C(F)(F)C(F)(F)F)n1	112	107	91	111	·	110	98	107	107
Cn1ncc2cc(CN3CCC(OCc4cccc(C(F)(F)F)c4)CC3)ccc21	113	101	105	100	92	115	106	·	103
COc1cc(-c2nn(-c3cccc(NC(=O)Nc4ccc(Cl)c(Cl)c4)c3)cc2-c2ccncc2)ccc1Cl	0.3*	-80*	9.6*	2.3*	-15*	24	12	1.7*	39
CN(C)C(=O)Oc1cccc([N+](C)(C)C)c1	114	109	93	113	109	115	107	109	129
O=C1CCCN1c1nc(-c2ccccc2)cs1	101	113	91	106	94	·	105	94	·
Nc1ccc(S(=O)(=O)Nc2ncc(O)cn2)cc1	103	105	98	115	89	102	102	101	64
Cc1nc2ccccc2n1C(=O)/C=C/c1ccccc1	106	112	102	103	89	97	102	101	97
CCOc1ccc(N=Cc2ccccc2O)cc1	100&102	118&118	96&98	107&104	86	109&119	102&117	102&102	101&103
COc1ccc2cc(C(C)C(=O)Nc3ccc(S(=O)(=O)Nc4ncccn4)cc3)ccc2c1 (centres undefined)	106	110	102	108	91	108	102	108	107
O=C(O)c1cn(C2CC2)c2cc(N3CCN(Cc4n[nH]c(=S)o4)CC3)c(F)cc2c1=O	98	108	102	101	93	118	80	98	106
CCN(CC)CCNC(=O)c1ccc(N)cc1	113	103	96	111	98	106	106	108	110
O=C1/C(=C/c2cc(Cl)cc(Cl)c2)Cc2c(F)ccc(Br)c21	99	109	83	104	92	102	92	100	99
O=Cc1ccc(Cl)c(Cl)c1	95	104	98	107	96	84	112	99	106
Cc1ccc(N2CCN(CC(O)COc3ccc(Cl)cc3)CC2)cc1 (centres undefined)	100	99	105	108	115	108	119	95	115
CCCC(=O)OCC1OC(n2cc(C)c(=O)[nH]c2=O)CC1OC(=O)CCC (centres undefined)	94	·	95	96	82	93	111	93	94
CSc1ccccc1C#C/C=C\C#Cc1ccccc1N1CCCC1=O	41	65	62	25	71	-32*	86	53	92
COc1cc2oc(-c3cccc(C(=O)N[C@@H](CC(C)C)C(=O)O)c3)cc(=O)c2c(OC)c1OC	108	128	98	105	98	104	110	98	92
COc1cccc(-c2nc3sccn3c2-c2ccnc(NCCCNS(=O)(=O)c3ccccc3)c2)c1	13	38	33	38	28	40	79	29	69
CNC(=O)c1cc(Oc2ccc3nc(NC(=O)NCCCO)sc3c2)ccn1	108	106	98	103	106	110	114	103	101
COc1ccc(C2CC(c3ccc(OC)c(OC)c3)=NN2C(=O)c2cc(OC)c(OC)c(OC)c2)c(OC)c1 (centres undefined)	53	64	76	79	34	62	66	93	95
NC(=O)C1(N2CCCC2)CCN(Cc2ccccc2)CC1	115	109	104	116	96	102	108	108	102
Cc1ccc(Nc2nc(NS(=O)(=O)c3ccc(C)cc3)nc(-c3ccc(Cl)cc3)c2C#N)cc1	112	115	117	101	108	114	116	115	92
CSc1ccc([N+](=O)[O-])cc1	109	118	113	112	90	101	124	109	104
O=C(NNC(=O)N1c2ccccc2C=Cc2ccccc21)c1ccc2ccccc2c1	93	101	95	100	86	102	110	98	99
COc1ccc(/C=N\O)cc1OC	114	100	115	103	102	·	110	106	·
CCOC(=O)c1cnnn1-c1cc(=O)n(CC)c2ccccc12	107	·	92	110	94	105	·	98	110
CC(=O)OCC1OC(OC2C(COC(C)=O)OC(OCCC[S-])C(OC(C)=O)C2OC(C)=O)C(OC(C)=O)C(OC(C)=O)C1OC(C)=O.[Au+].c1ccc(CN2[CH-]N(Cc3ccccc3)C(c3ccccc3)=C2c2ccccc2)cc1 (centres undefined)	97	-37*	25	15	-31*	35	13	12	52
O=C(N/N=C/c1ccc(Sc2ncccn2)o1)c1cccc(F)c1	104	106	103	101	79	104	104	100	105
CCOC(=O)c1c(C)oc2ncnc(N3CCN(CC(=O)Nc4ccc(Cl)cc4)CC3)c12	96	101	99	101	82	97	102	98	98
Cc1ccc(-c2ncc(S(=O)(=O)c3ccccc3)o2)cc1	104	121	95	103	96	104	102	105	97
CCN(CC)c1nc(N(CC)CC)c2[nH]cnc2n1	89	116	105	102	58	91	102	87	107
CS(=O)(=O)Nc1ccc(C(=O)NC(C(=O)NO)c2ccc(-c3cc(F)c(F)c(F)c3)cc2)cc1 (centres undefined)	100	114	109	105	93	91	·	100	99
O=C1Nc2ccccc2C12OCCS2 (centres undefined)	100	106	95	101	94	103	105	95	109
CCC(=O)OCC(=O)[C@@]1(OC(=O)CC)[C@H](C)CC2C3C([C@@H](O)C[C@@]21C)[C@@]1(C)C=CC(=O)C=C1C[C@H]3Cl (some centres undefined)	77	103	80	98	109	106	78	106	99
COCOc1cc2oc(C(=O)N[C@@H](Cc3ccccc3)C(O)C(=O)NCCc3ccc(OC)cc3)c(C)c(=O)c2cc1OCOC (some centres undefined)	106	124	104	108	102	116	103	105	108
COc1cc([C@H]2OC[C@H]3[C@@H]2CO[C@@H]3c2cc(OC)c(O)c(OC)c2)cc(OC)c1O	99	110	85	105	65	103	92	90	103
COC(=O)CC(C(=O)C=[N+]=[N-])N1C(=O)c2ccccc2C1=O (centres undefined)	110	117	102	110	111	130	102	111	135
COc1ccc(/C=N/NCc2nc3ccccc3c(=O)[nH]2)cc1	103	106	91	103	91	98	97	96	96
CC/C(=C(/Br)Cn1cnc2c(Cl)ncnc21)c1ccccc1	93	123	100	108	87	114	108	98	111
NN1C=C(CCl)Nn2c1nc1c(cnn1-c1ccccc1)c2=O	107	132	104	112	113	116	122	99	110
CCCNc1ccc(C2=NCCCN2)cc1	95	100	104	103	94	86	107	96	89
CCCCCCCCNc1ncnc2[nH]ncc12	81	82	89	89	·	97	85	68	115
CC(=O)C(Cc1ccc(Cl)cc1)c1ccccc1 (centres undefined)	104	105	90	106	83	112	83	99	102
COC(=O)c1cc(=O)nc(N/N=C/c2ccc(OC)cc2)s1	104	106	89	104	·	102	100	103	98
O=C1NC(=O)/C(=C/C=C/c2ccccc2)S1	43	81	76	11	24	-6.4*	75	33	51
CCOC(=O)[C@@]12CCCC=C1N1c3cc(Cl)ccc3-c3ccnn3[C@@H]1CC2	83	80	84	96	·	82	89	86	96
C#CCOC(=O)[C@]12CC[C@@H](C(=C)C)[C@@H]1[C@H]1CC[C@@H]3[C@@]4(C)Cc5c([nH]c6ccccc56)C(C)(C)[C@@H]4CC[C@@]3(C)[C@]1(C)CC2	101	116	99	92	96	97	103	96	·
COc1ccc(/C(C)=N/N=C2C(=O)N(Cc3ccccc3)c3ccc(Br)cc32)cc1S(N)(=O)=O	73	113	57	85	68	73	101	80	88
COc1ccc(-c2nnc(SC/C(=N/O)c3ccccc3)n2-c2ccccc2)cc1	98	116	103	106	82	101	111	106	102

Next part:
SMILES	NCI/ADR-RES	COLO 205	NCI-H226	NCI-H460	NCI-H522	IGROV1	SK-OV-3	NCI-H23	NCI-H322M
COc1ccc(-c2cn[nH]c2-c2cc(OC)c(OC)c(OC)c2)cc1OCc1ccccc1	-22*	104	·	12	-20*	45	12	33	49
CC(=O)N/N=C(/C)c1cccs1	104	105	104	103	87	109	99	·	·
NS(=O)(=O)c1ccc(NCCC(=O)c2ccccc2)cc1	107	112	114	107	94	110	104	105	112
N#CC(C(=O)c1ccccc1)c1ccccc1 (centres undefined)	98	123	105	108	84	88	120	100	104
Cc1ccc(C)c(O)c1	·	·	93	109	97	96	104	99	131
O=S(=O)(O)c1c(O)ccc2ccccc12	104&112	101	107&98	111&97	91&106	110&82	103&104	99&98	111&113
O=C(c1ccccc1)C(Br)C(Br)C(=O)c1ccccc1 (centres undefined)	103	99	104	110	114	106	93	96	108
COc1cc(/C=C2\Oc3cc(OCCN4CCC(Cc5ccccc5)CC4)ccc3C2=O)cc(OC)c1	82	101	81	98	89	98	104	77	96
COc1ccc2[nH]cc(-c3nc(N)nnc3-c3cn(C)c4ncc(Br)cc34)c2c1	12	-74*	8.5*	1.1*	-55*	3.8*	11	·	35
COc1ccc(C2CC(c3ccccc3)=Nc3ccccc3S2)cc1OC (centres undefined)	92	100	122	104	80	93	97	88	92
CC(=O)N[C@@H](CCC(N)=O)C(=O)O	99	124	88	105	103	85	97	93	111
CCCCCN(CCCC)Cc1ccccc1	108	100	100	96	94	105	103	89	98
O=C1C(c2ccccc2)=C(c2ccccc2)c2ccccc21	93&103	110&117	101&105	94&111	97&91	97&102	111&117	92&96	94&100
Nc1nc2ncc(CCNc3ccc(C(=O)O)cc3)nc2c(=O)[nH]1	115	105	100	114	100	113	115	108	125
CCN(CC)CCN1C(=O)c2cccc3c(C#CCN4C(=O)c5cccc6cccc(c56)C4=O)ccc(c23)C1=O	100	113	88	103	98	105	113	96	111
COc1ccc(N=c2nc3sc4c(C)ccc(C)c4n3c(N)c2C#N)cc1	105	107	·	105	·	89	94	91	98
CC(C)Cc1ccc(C(C)C(=O)NCc2ccc(Cn3c(=O)sn(-c4ccc(C#N)cc4)c3=O)cc2)cc1 (centres undefined)	96	110	69	73	71	81	78	65	79
CCCCN1C(=O)c2c(/C=C/C(=O)OCC)ccc3c(OC)cc(/C=C/C(=O)OCC)c(c23)C1=O	80	79	69	103	92	64	92	80	88
Cc1ccc(C2=Nn3c(C)nnc3SC2)cc1	102	112	97	106	96	101	102	104	98

Exported with bars between the fields: entries from further up.
SMILES | NCI/ADR-RES | COLO 205 | NCI-H226 | NCI-H460 | NCI-H522 | IGROV1 | SK-OV-3 | NCI-H23 | NCI-H322M
CCN(CC)CCN1C(=O)c2cccc3c(C#CCN4C(=O)c5cccc6cccc(c56)C4=O)ccc(c23)C1=O | 100 | 113 | 88 | 103 | 98 | 105 | 113 | 96 | 111
COc1ccc(N=c2nc3sc4c(C)ccc(C)c4n3c(N)c2C#N)cc1 | 105 | 107 | · | 105 | · | 89 | 94 | 91 | 98
